Source: PubChem
Diaphorase inh = inhibits diaphorase or chemically oxidizes, flagging diaphorase assay artifacts; inhibition, % at 20 µM; diaphorase resazurin-to-resorufin fluorescence, NADH, 16 min; bacterial (C. kluyveri) enzyme, not human; actives 0.69% (n = 190,000); AID 1217;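 active means primary screen inhibition at 20 µM above a set limit, cut at about 50% in these data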;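 further: plate controls were DMSO with full reaction for no effect and wells lacking NADH for full effect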
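Test system: bacterial diaphorase enzyme (C. kluyveri); Quantity: 0.14 U/mL diaphorase, enzyme working solution; Times: reaction incubation of 16 min at room temperature; Measured by: fluorescence of resorufin formed from resazurin, Ex 544/Em 590 nm; Benchmarks: positive control minus NADH, DMSO neutral control.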
TNAP inh no acc = inhibitors of human TNAP without phosphate acceptor; P05186; purified TNAP, CDP-star luminescence, 30 min; inhibition, % at 20 µM; actives 0.26% (n = 200,000);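 active means tissue-nonspecific alkaline phosphatase inhibition above about 50% at 20 µM in the single-dose screen, limit read from the data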;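 further: 0% = DMSO negative control and 100% = EDTA positive control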
Target sequence (P05186 whole entry, looked up): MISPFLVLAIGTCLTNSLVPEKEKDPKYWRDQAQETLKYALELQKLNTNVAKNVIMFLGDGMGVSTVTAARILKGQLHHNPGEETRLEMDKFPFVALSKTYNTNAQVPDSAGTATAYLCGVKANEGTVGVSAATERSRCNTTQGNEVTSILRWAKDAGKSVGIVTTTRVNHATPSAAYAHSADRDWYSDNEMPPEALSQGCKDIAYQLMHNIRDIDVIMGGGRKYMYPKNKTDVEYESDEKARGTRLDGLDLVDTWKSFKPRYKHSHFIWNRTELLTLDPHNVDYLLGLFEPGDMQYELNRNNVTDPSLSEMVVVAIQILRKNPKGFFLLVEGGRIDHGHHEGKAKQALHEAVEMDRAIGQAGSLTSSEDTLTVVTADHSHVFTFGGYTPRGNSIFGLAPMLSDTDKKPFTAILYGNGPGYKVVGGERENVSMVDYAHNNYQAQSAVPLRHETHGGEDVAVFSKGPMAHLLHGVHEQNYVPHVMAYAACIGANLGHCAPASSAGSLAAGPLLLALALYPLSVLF
PMI act satM6P = activators of human phosphomannose isomerase at near-saturating mannose 6-phosphate; activation factor at 20 µM; actives 0.34% (n = 190,000); coupled PMI enzyme assay, resazurin fluorescence, 20 min; active compounds read high; 1 = untreated enzyme, 0 = substrate-free blank; P34949;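 active means activation factor of 2 or more at 20 µM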
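Test system: human PMI in coupled enzyme assay; Input: PMI at 15 ng/mL final; Medium: HEPES buffer, pH 7.4; Schedule: 20 min incubation at room temperature; Technique: resorufin fluorescence at Ex 544/Em 590 nm; Compound: 20 µM single dose; Probe or stimulus: Near-saturating mannose-6-phosphate, 1.0 mM.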
PMI activator = activators of human phosphomannose isomerase; purified human PMI, coupled resazurin fluorescence, 20 min; active compounds read high; 1 = vehicle control, 0 substrate-free wells; P34949; AID 1214; activation factor at 20 µM; actives 0.005% (n = 190,000);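 active means activation factor of 2 or more at 20 µM, relative to plate controls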
TNAP inh hiacc = inhibitors of human TNAP at high phosphate acceptor concentration | P05186 | purified TNAP, CDP-star luminescence, 1 M DEA | inhibition, % at 20 µM | actives 0.03% (n = 200,000);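 active means over 50% inhibition of tissue-nonspecific alkaline phosphatase at 20 µM in the single-dose screen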;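 further: plate controls were DMSO wells for no effect and EDTA-quenched wells as full inhibition for full effect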
Diaph act CS = counter-screen for diaphorase-based assays: diaphorase activators and chemical reducers; activation factor at 20 µM; Diaphorase/resazurin coupled assay, resorufin fluorescence, 16 min; active compounds read high; 1 = vehicle wells, 0 = NADH-free wells; actives 0.005% (n = 190,000);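 active means diaphorase activity raised at least twofold by the compound at 20 µM; inactive means activation factor below 2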
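Material: Purified diaphorase enzyme from Clostridium kluyveri | Buffer or medium: 50 mM HEPES pH 7.4 with 4.542 mM MgCl2, 0.005% Tween 20 | Times: 16 min enzyme reaction, ambient temperature | Signal: Red resorufin fluorescence at 544/590 nm excitation/emission | Measure: Increased resorufin signal from activators or reducing compounds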
FLuc stim CS = firefly luciferase counter-screen for stimulation assays. 200,000 tested, under 10 active. activation factor at 10 µM. ATPlite luciferase biochemical, luminescence, 10 min; 0 = ATP-free wells, 1 = DMSO control;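 active means luciferase activation factor, scaled between plate controls, of at least 2 with compound at 10 µM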
Target sequence (P08659 whole entry, looked up): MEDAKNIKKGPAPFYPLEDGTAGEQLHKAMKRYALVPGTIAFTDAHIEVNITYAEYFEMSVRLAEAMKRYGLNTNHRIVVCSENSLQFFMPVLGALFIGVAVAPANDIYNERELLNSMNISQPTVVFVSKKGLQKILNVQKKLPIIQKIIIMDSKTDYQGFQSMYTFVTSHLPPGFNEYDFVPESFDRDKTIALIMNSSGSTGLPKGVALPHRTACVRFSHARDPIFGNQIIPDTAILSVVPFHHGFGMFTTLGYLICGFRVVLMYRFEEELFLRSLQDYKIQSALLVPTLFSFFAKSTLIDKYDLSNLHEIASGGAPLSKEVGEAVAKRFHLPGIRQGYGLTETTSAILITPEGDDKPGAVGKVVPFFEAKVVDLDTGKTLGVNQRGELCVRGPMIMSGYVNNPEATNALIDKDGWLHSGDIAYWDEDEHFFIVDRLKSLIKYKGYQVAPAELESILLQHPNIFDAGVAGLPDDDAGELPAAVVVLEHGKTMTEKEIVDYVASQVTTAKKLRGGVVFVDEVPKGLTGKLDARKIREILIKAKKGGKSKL
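Assay system: Luciferase/luciferin detection reagent, cell-free biochemical luciferase assay / Also added: ATP substrate / Schedule: 10 min at ambient temperature / Measured by: luminescence measurement of luciferase light output / Benchmarks: low control with PBS replacing ATP, high control enzyme plus ATP without compound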
HMGR II inh = blocks class II HMG-CoA reductase of Enterococcus faecalis. actives 0.41% (n = 190,000). inhibition, % at 10 µM. AID 1066. purified E. faecalis HMGR, NADPH absorbance 340 nm kinetic;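 active means inhibition above a set limit, the median over all tested compounds plus 3 SD, cut at about 9.5% in these data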;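 further: enzyme runs in reverse so mevalonate oxidation gives rising NADPH absorbance; 0% = complete reaction with DMSO and 100% = background rate lacking mevalonate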
G6PDH CS = L. mesenteroides G6PDH inhibition counter-screen; Purified L. mesenteroides G6PDH, diaphorase/resazurin coupled fluorescence, 45 min; inhibition, % at 5 µM; actives 0.12% (n = 200,000); in the data active means inhibition above about 50%
TNAP act hiacc = activators of human TNAP at high phosphate acceptor concentration; 200,000 tested, under 10 active; activation factor at 20 µM; P05186; purified TNAP, CDP-star luminescence, 1 M DEA, 30 min; active compounds read high; 0 = EDTA background, 1 = DMSO-only activity;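 active means activation factor at least 2 at 20 µM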
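Test system – human TNAP · Doses – 20 µM single point · Incubation – 30 min, room temperature · Signal – luminescent substrate turnover signal · Read-out basis – activation factor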
Numbers without * were called inactive.

For CC(OC(=O)c1ccccc1O)C(=O)Nc1ccc(Cl)cn1 (configuration not stated) the results were Diaphorase inh 7.7, TNAP inh no acc 1.4, PMI act satM6P 0.9, PMI activator 0.9, TNAP inh hiacc 1.6, Diaph act CS 0.9, FLuc stim CS 1, HMGR II inh -0.3, G6PDH CS 2.4 and TNAP act hiacc 1.
Screening O=C(NCCc1ccncc1)C(F)(F)F returned Diaphorase inh 3.1, TNAP inh no acc -6.1, PMI act satM6P 1, PMI activator 0.9, TNAP inh hiacc -3.3, Diaph act CS 1, FLuc stim CS 1.1, HMGR II inh 0.9, G6PDH CS 0.6 and TNAP act hiacc 1.
`Cc1ccc(/C=C/C(=O)O)cc1S(=O)(=O)NCc1ccco1` gave Diaphorase inh -14.0, TNAP inh no acc -5.2, PMI act satM6P 1, PMI activator 1, TNAP inh hiacc -1.6, Diaph act CS 1.1, FLuc stim CS 1, HMGR II inh -1.9, G6PDH CS 9.5 and TNAP act hiacc 1.
`O=C(Cn1cc2c(n1)CCCC2)NC1CCN(Cc2ccccc2)CC1` gave Diaphorase inh 9.7, TNAP inh no acc -14.6, PMI act satM6P 1, PMI activator 1.1, TNAP inh hiacc -6.9, Diaph act CS 0.9, FLuc stim CS 1.1, HMGR II inh 3.6, G6PDH CS 15.0 and TNAP act hiacc 1.1.
Screening Cc1ccnc(NC(=O)CCC(=O)N(CC(=O)NCCc2ccccc2)Cc2cccs2)c1 returned Diaphorase inh 1.6, TNAP inh no acc -10.7, PMI act satM6P 1, PMI activator 1, TNAP inh hiacc -2.7, Diaph act CS 1, FLuc stim CS 1, HMGR II inh -0.5, G6PDH CS -2.8 and TNAP act hiacc 1.
`CCCc1cc(C(=O)Cc2ccc(C(=O)OCC)o2)c(O)cc1O` gave Diaphorase inh 15.0, TNAP inh no acc -6.7, PMI act satM6P 1.5, PMI activator 1.2, TNAP inh hiacc -0.7, Diaph act CS 0.8, FLuc stim CS 1, HMGR II inh -2.4, G6PDH CS -1.1 and TNAP act hiacc 1.
Screening CCc1ccc(C(=O)CN2C(=O)NC(C)(c3ccc(C)cc3)C2=O)cc1 (configuration not stated) returned Diaphorase inh 1.3, TNAP inh no acc -11.9, PMI act satM6P 1.1, PMI activator 1.1, TNAP inh hiacc -2.2, Diaph act CS 1, FLuc stim CS 1, HMGR II inh -3.9, G6PDH CS 0.9 and TNAP act hiacc 1.
Screening Cc1cc(C)cc(Oc2coc3cc(OC(=O)c4cccnc4)ccc3c2=O)c1 returned Diaphorase inh 16.3, TNAP inh no acc -9.4, PMI act satM6P 1.1, PMI activator 1, TNAP inh hiacc -3.8, Diaph act CS 0.8, FLuc stim CS 1.1, HMGR II inh -4.6, G6PDH CS -14.4 and TNAP act hiacc 1.
Screening N#CCCn1nc(-c2ccc([N+](=O)[O-])cc2)cc1Nc1ccccc1NC(=O)C(F)(F)F returned Diaphorase inh 11.5, TNAP inh no acc 10.2, PMI act satM6P 0.9, PMI activator 0.9, TNAP inh hiacc 4.3, Diaph act CS 0.9, FLuc stim CS 1, HMGR II inh -7.8, G6PDH CS -3.4 and TNAP act hiacc 1.
Screening O=C(Nc1nccs1)c1cc2sccc2n1Cc1ccc(F)cc1 returned Diaphorase inh 6.9, TNAP inh no acc -4.6, PMI act satM6P 0.9, PMI activator 1, TNAP inh hiacc -2.8, Diaph act CS 0.9, FLuc stim CS 1, HMGR II inh -5.4, G6PDH CS 6.0 and TNAP act hiacc 1.
COc1ccc(/C(O)=C/Sc2nnc(Cc3ccccc3)o2)cc1 was read as Diaphorase inh 22.8, TNAP inh no acc -7.2, PMI act satM6P 0.9, PMI activator 0.9, TNAP inh hiacc -3.4, Diaph act CS 0.8, FLuc stim CS 1.1, HMGR II inh -1.8, G6PDH CS 10.1 and TNAP act hiacc 1.
`CCOC(=O)N1CCN(Cc2nc(N)nc(Nc3ccc(C)cc3C)n2)CC1` gave Diaphorase inh 2.5, TNAP inh no acc -4.6, PMI act satM6P 1, PMI activator 1, TNAP inh hiacc -6.4, Diaph act CS 1, FLuc stim CS 1.1, HMGR II inh -1.3, G6PDH CS 17.9 and TNAP act hiacc 1.1.
`COc1cc2c(cc1OC)C1C/C(=N\O)C(CC(C)C)CN1CC2` (configuration not stated) gave Diaphorase inh 9.7, TNAP inh no acc -6.9, PMI act satM6P 0.6, PMI activator 0.8, TNAP inh hiacc -0.9, Diaph act CS 0.9, FLuc stim CS 1.1, HMGR II inh -9.5, G6PDH CS 2.2 and TNAP act hiacc 1.
Screening COc1ccc(C2C(C(C)=O)=C(C)N=c3s/c(=C\c4cc(C)n(C)c4C)c(=O)n32)c(OC)c1 (configuration not stated) returned Diaphorase inh 26.7, TNAP inh no acc 24.0, PMI act satM6P 0.6, PMI activator 0.9, TNAP inh hiacc 25.5, Diaph act CS 0.7, FLuc stim CS 1.1, HMGR II inh -1.9, G6PDH CS 10.2 and TNAP act hiacc 0.7.
`CCC(C)NC(=O)CSc1c2c(nc3ccccc13)CCCC2` (configuration not stated) gave Diaphorase inh 1.5, TNAP inh no acc -12.3, PMI act satM6P 1.1, PMI activator 1, TNAP inh hiacc -2.9, Diaph act CS 1, FLuc stim CS 1.1, HMGR II inh -1.4, G6PDH CS 0.6 and TNAP act hiacc 1.

Quoted at random: three compounds from above, in no set order.
Screening N#CCCn1nc(-c2ccc([N+](=O)[O-])cc2)cc1Nc1ccccc1NC(=O)C(F)(F)F returned Diaphorase inh 11.5, TNAP inh no acc 10.2, PMI act satM6P 0.9, PMI activator 0.9, TNAP inh hiacc 4.3, Diaph act CS 0.9, FLuc stim CS 1, HMGR II inh -7.8, G6PDH CS -3.4 and TNAP act hiacc 1.
Screening Cc1ccnc(NC(=O)CCC(=O)N(CC(=O)NCCc2ccccc2)Cc2cccs2)c1 returned Diaphorase inh 1.6, TNAP inh no acc -10.7, PMI act satM6P 1, PMI activator 1, TNAP inh hiacc -2.7, Diaph act CS 1, FLuc stim CS 1, HMGR II inh -0.5, G6PDH CS -2.8 and TNAP act hiacc 1.
`O=C(Cn1cc2c(n1)CCCC2)NC1CCN(Cc2ccccc2)CC1` gave Diaphorase inh 9.7, TNAP inh no acc -14.6, PMI act satM6P 1, PMI activator 1.1, TNAP inh hiacc -6.9, Diaph act CS 0.9, FLuc stim CS 1.1, HMGR II inh 3.6, G6PDH CS 15.0 and TNAP act hiacc 1.1.

Next part:
Screening c1ccc(N2CCN(Cc3nnnn3C3CCCCC3)CC2)cc1 returned Diaphorase inh 7.6, TNAP inh no acc -7.8, PMI act satM6P 1, PMI activator 0.9, TNAP inh hiacc -6.3, Diaph act CS 0.9, FLuc stim CS 1, HMGR II inh -4.4, G6PDH CS 8.8 and TNAP act hiacc 1.1.
CC(=O)NCc1ccc(C(=O)CCl)cc1 was read as Diaphorase inh 8.3, TNAP inh no acc -4.2, PMI act satM6P 1.1, PMI activator 1.3, TNAP inh hiacc -2.8, Diaph act CS 0.9, FLuc stim CS 1.1, HMGR II inh -5.0, G6PDH CS -0.6 and TNAP act hiacc 1.
Screening O=C(NCc1ccccc1)c1ccc2c(=O)n(CCCN3CCCC3=O)c(=S)[nH]c2c1 returned Diaphorase inh 11.6, TNAP inh no acc -13.7, PMI act satM6P 1.1, PMI activator 1.1, TNAP inh hiacc -5.6, Diaph act CS 0.9, FLuc stim CS 1, HMGR II inh 0.3, G6PDH CS 12.5 and TNAP act hiacc 1.1.
For CCCCn1c(SCc2ccc(C(=O)OC)o2)nc2cc(S(N)(=O)=O)ccc21 the results were Diaphorase inh 9.7, TNAP inh no acc 2.5, PMI act satM6P 1, PMI activator 1, TNAP inh hiacc -6.3, Diaph act CS 0.9, FLuc stim CS 1, HMGR II inh 0.3, G6PDH CS 9.5 and TNAP act hiacc 1.1.
`O=C(Nc1ccc2c(c1)OCCO2)c1c(F)cccc1F` gave Diaphorase inh 10.8, TNAP inh no acc -8.5, PMI act satM6P 0.9, PMI activator 0.9, TNAP inh hiacc -1.6, Diaph act CS 0.9, FLuc stim CS 0.6, HMGR II inh -5.2, G6PDH CS 5.5 and TNAP act hiacc 1.
Screening CCCSc1nnc(NC(=O)c2sc3nc(-c4cccs4)ccc3c2N)s1 returned Diaphorase inh 39.6, TNAP inh no acc -12.8, PMI act satM6P 1, PMI activator 0.8, TNAP inh hiacc 2.6, Diaph act CS 0.6, FLuc stim CS 1, HMGR II inh -3.0, G6PDH CS -51.0 and TNAP act hiacc 1.
CC(C)Cc1nn2c(=O)cc(O)nc2s1 was read as Diaphorase inh 14.7, TNAP inh no acc -13.8, PMI act satM6P 1, PMI activator 0.9, TNAP inh hiacc -3.4, Diaph act CS 0.9, FLuc stim CS 1, HMGR II inh 5.6, G6PDH CS -10.8 and TNAP act hiacc 1.
For Oc1ccccc1N=Cc1ccc[nH]1 the results were Diaphorase inh 12.4, TNAP inh no acc -29.3, PMI act satM6P 0.8, PMI activator 0.8, TNAP inh hiacc -2.3, Diaph act CS 0.9, FLuc stim CS 1, HMGR II inh -7.7, G6PDH CS 22.1 and TNAP act hiacc 1.
For CC1CCN(S(=O)(=O)c2ccc3c(c2)oc(=O)n3CC(=O)NCc2ccc3c(c2)OCO3)CC1 the results were Diaphorase inh 21.1, TNAP inh no acc 13.1, PMI act satM6P 0.9, PMI activator 1, TNAP inh hiacc -6.0, Diaph act CS 0.8, FLuc stim CS 1, HMGR II inh -0.9, G6PDH CS 7.9 and TNAP act hiacc 1.1.
For O=C(O)CCS(=O)(=O)c1ccccc1Cl the results were Diaphorase inh 1.5, TNAP inh no acc -8.2, PMI act satM6P 0.9, PMI activator 1, TNAP inh hiacc -1.8, Diaph act CS 1, FLuc stim CS 1, HMGR II inh -0.1, G6PDH CS -0.3 and TNAP act hiacc 1.
Screening O=C(c1cc(COc2c(F)cccc2F)on1)N1CCC(c2ccncc2)CC1 returned Diaphorase inh 6.9, TNAP inh no acc -4.7, PMI act satM6P 0.9, PMI activator 0.9, TNAP inh hiacc -5.3, Diaph act CS 0.9, FLuc stim CS 1, HMGR II inh -1.4, G6PDH CS 17.9 and TNAP act hiacc 1.1.
`COc1ccc(Cc2nnc(SCC(=O)NCC3CCCO3)o2)cc1` (configuration not stated) gave Diaphorase inh -22.8, TNAP inh no acc -4.5, PMI act satM6P 1.1, PMI activator 1.1, TNAP inh hiacc -4.6, Diaph act CS 1.2, FLuc stim CS 1, HMGR II inh -2.0, G6PDH CS 14.1 and TNAP act hiacc 1.
